Screening data deposited in PubChem BioAssay by The Scripps Research Institute Molecular Screening Center.
M1 antag = human M1 muscarinic receptor antagonists, primary screen, CHO-K1 cells, Fluo-8 calcium fluorescence, 1536-well | Muscarinic acetylcholine receptor M1 (Homo sapiens), P11229 | CHO-K1 hM1, ACh EC80 antagonist | inhibition, % at 3 µM | hit rate 1.3% among 360,000;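 active = percent inhibition above its own plate's cutoff, namely the mean of that plate's compound wells plus 3 SD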;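 note: peak over basal fluorescence ratio during 140 s after agonist addition; 0% = ACh EC80 plus DMSO and 100% = DMSO alone without agonist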
Target sequence (P11229 whole entry, looked up): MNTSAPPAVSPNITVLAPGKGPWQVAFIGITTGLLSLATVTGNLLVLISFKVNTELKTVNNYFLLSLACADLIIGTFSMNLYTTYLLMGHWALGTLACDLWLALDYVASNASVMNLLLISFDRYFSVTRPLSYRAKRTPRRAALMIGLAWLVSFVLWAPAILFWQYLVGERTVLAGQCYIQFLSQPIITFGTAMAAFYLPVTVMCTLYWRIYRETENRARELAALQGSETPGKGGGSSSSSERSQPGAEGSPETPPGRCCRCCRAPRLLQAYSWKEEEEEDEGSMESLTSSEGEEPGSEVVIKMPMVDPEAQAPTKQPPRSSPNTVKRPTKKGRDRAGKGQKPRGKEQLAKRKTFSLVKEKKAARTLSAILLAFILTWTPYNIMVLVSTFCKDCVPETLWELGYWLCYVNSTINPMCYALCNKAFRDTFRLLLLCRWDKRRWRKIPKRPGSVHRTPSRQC
OXTR potentiator = human OXTR potentiators, primary screen, fluorescence, CHO-OTR cells, Fluo-8 calcium. Oxytocin receptor (Homo sapiens), P30559. Fluo-8 calcium fluorescence, potentiator mode; 0% = oxytocin EC15, 100% = EC100. activation, % at 3 µM. hit rate 0.061% among 320,000. AID 2445, 2010;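 active = activation above that plate's cutoff, the mean activation of tested compounds plus 3 SD, cut at about 6.6% in these data, passing the limit was not always enough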;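 note: 100% uses oxytocin at 75 nM as the full agonist control; some results filed as inactive read as strong as hits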
Target sequence (P30559 whole entry, looked up): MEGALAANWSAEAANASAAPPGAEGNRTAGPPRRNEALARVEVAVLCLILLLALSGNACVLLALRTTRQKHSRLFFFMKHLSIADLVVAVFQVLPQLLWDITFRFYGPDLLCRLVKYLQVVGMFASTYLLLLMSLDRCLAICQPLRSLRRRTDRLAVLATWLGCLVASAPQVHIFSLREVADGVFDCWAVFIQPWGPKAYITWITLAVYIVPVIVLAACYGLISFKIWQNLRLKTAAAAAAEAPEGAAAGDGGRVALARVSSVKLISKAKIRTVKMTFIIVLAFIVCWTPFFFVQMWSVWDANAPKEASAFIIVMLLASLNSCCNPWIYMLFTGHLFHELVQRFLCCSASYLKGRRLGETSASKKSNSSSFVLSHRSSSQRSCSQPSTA
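System: human OTR in CHO cells; Also added: sub-maximal oxytocin, roughly EC15; Timing: compound 6 min at room temperature before oxytocin, 100 s read; Technique: Fluo-8 intracellular calcium fluorescence, ex 470-495, em 515-575 nm; Controls: oxytocin EC15 low and EC100 high; Replication: singlicate.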
M1 PAM = human M1 muscarinic receptor positive allosteric modulators, primary screen, CHO-K1 cells, Fluo-8 calcium fluorescence, 1536-well. Muscarinic acetylcholine receptor M1 (Homo sapiens), P11229. CHO-K1 hM1, ACh EC20; 0% = ACh EC20, 100% = maximal ACh. activation, % at 3 µM. hit rate 0.088% among 360,000; in the data active = activation above about 19%, passing the limit was not always enough
TAAR1 antag = human TAAR1 antagonists, primary screen, Fluo-8 calcium fluorescence, CHO RD-HGA16 cells; antagonist; AID 624466, 2012; Trace amine-associated receptor 1 (Homo sapiens), Q96RJ0; inhibition, % at 3 µM; hit rate 1.5% among 360,000;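 active = inhibition above a per-plate cutoff, the mean inhibition of test compounds on that plate plus 3 SD, cut at about 49% in these data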;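 note: 0% = DMSO plus EC80 beta-PEA response and 100% = DMSO alone without agonist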
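Test system: CHO RD-HGA16 cells bearing hTAAR1 | Reagent: β-PEA, EC80 | Compound dosing: 3 µM, single point | Schedule: Dye loading 75 min at 37 °C, then 30 min room temperature | Signal: Calcium fluorescence with Fluo-8 | Evaluation: Percent inhibition of PEA-evoked calcium signal, max/basal emission ratio | Control set: DMSO-only wells and EC80 β-PEA-stimulated wells | Repeats: Singlicate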
V1R ag counter = agonists of human V1a receptor, primary screen, counter-screen for OXTR agonist project, fluorescence, CHO-V1R cells; Vasopressin V1a receptor (Homo sapiens), P37288; Fluo-8 calcium fluorescence, agonist mode; 0% DMSO, 100% 3 nM vasopressin; activation, % at 3 µM; hit rate 0.25% among 320,000; AID 2797, 2010;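 active = activation above the mean activation of all tested compounds plus 3 SD, per screening run, cut at about 20% in these data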;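 note: signal is peak over basal fluorescence ratio across a 100 second FLIPR read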
TAAR1 ag = human TAAR1 agonists, primary screen, Fluo-8 calcium fluorescence, CHO RD-HGA16 cells. Trace amine-associated receptor 1 (Homo sapiens), Q96RJ0. vehicle wells 0%, saturating PEA agonist 100%. activation, % at 3 µM. hit rate 0.99% among 360,000;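 active = activation above the mean activation of all test compounds in the run plus 3 SD, cut at about 38% in these data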
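System: CHO RD-HGA16 cells carrying human TAAR1 plus Gα16; Incubation: 17-24 h seeding, 75 min 37 °C dye, 30 min RT; Measured by: Fluo-8 fluorescence, 5 s baseline then 140 s kinetic read; Control set: DMSO and PEA EC100; Replication: single well for each compound.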
CHO parental Ca = ATP-evoked calcium signal inhibitors, parental CHO, primary screen, counter-screen for OX1R antagonist project, cell-based, fluorescence, Fluo-8 calcium dye; inhibition, % at 5.6 µM; AID 463079, 2010; hit rate 0.63% among 330,000; parental CHO-K1, ATP-induced calcium, Fluo-8 fluorescence;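 active = inhibition above that plate's mean sample inhibition plus 3 SD, cut at about 26% in these data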;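 note: 0% = ATP-challenged DMSO wells and 100% = DMSO wells without ATP; some compounds past the cut are filed as inactive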
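material = parental CHO cells | also added = ATP as calcium-mobilizing challenge | dosing = single point at 5.6 µM | detection = intracellular calcium via Fluo-8 no-wash fluorescent dye | read-out = % inhibition | benchmarks = low control ATP plus DMSO, high control DMSO only | repeats = one well per compound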
OXTR agonist = human OXTR agonists, primary screen, fluorescence, CHO-OTR cells, Fluo-8 calcium. Oxytocin receptor (Homo sapiens), P30559. activation, % at 3 µM. Fluo-8 calcium fluorescence; normalized: DMSO 0%, oxytocin 100%. hit rate 0.32% among 320,000;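 active = activation above the mean of all tested compounds plus 3 SD, cutoff set per screening run, cut at about 20% in these data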;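 note: peak over basal fluorescence ratio from a 100 s FLIPR kinetic read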
M1 ag = human M1 muscarinic receptor agonists, primary screen, Fluo-8 calcium fluorescence, CHO-K1 cells, HTS; Muscarinic acetylcholine receptor M1 (Homo sapiens), P11229; CHO-K1 hM1, agonist mode; 0% DMSO, 100% acetylcholine EC100; activation, % at 3 µM; hit rate 0.33% among 360,000;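 active = activation above the run's mean compound activation plus 3 SD, cut at about 16% in these data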;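 note: peak over basal fluorescence ratio within a 140 s kinetic read after compound addition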
* = called active by the depositor; . = no result given.

mol,M1 ag,M1 antag,OXTR potentiator,OXTR agonist,V1R ag counter,CHO parental Ca,TAAR1 ag,M1 PAM,TAAR1 antag
CCOC(=O)C1CCCN(CC(O)COCc2ccccc2OC)C1 (stereo not given),-4,-17,-2,0.9,-0.4,-25,2,12,3
COC(=O)c1ccc2nc(C3CCCCC3)c(Cc3ccc(OC)cc3C)n2c1,-5,-23,.,.,.,.,5,-6,-1
Cc1nc(-c2nnc(SCC(=O)Nc3ccc(C(F)(F)F)cc3)n2C)cs1,-5,-14,1,-3.1,-0.5,-23,2,11,-5
Cc1oc(-c2cc(F)ccc2F)nc1CN1CCC(C(=O)N2CCOCC2)CC1,-1,8,2,0.1,0.2,-8,2,4,-5
Fc1ccccc1Cn1nnc2c(NCCc3ccccn3)ncnc21,-3,-26,-5,-0.6,1.2,-18,14,4,5
O=C(c1scc2c1CCCC2)N1CCOCC1,-4,-4,-5,-0.8,4.8,-5,2,5,-10
Cc1ccc(C(=O)CNc2nc3c(c(=O)[nH]c(=O)n3C)n2Cc2ccccc2)cc1,-4,-7,-2,0.9,1.5,-10,4,7,0
CCC(NC(=O)NCCCn1ccnc1)(C(F)(F)F)C(F)(F)F,-3,-17,-11,-0.3,0.4,-10,6,8,-12
C=CCOc1c(Br)cc(C2NC(=O)NC(C)=C2C(C)=O)cc1OCC (stereo not given),-2,-1,2,-1.3,-0.9,-7,0,3,17
CC(C)Cc1ccc(C(C)C(=O)Nc2ccccc2O)cc1 (stereo not given),36*,69*,-34,42*,40*,82*,77*,-17,92*
Cc1ccc(CNC(=O)c2cc(S(=O)(=O)N3CCCCC3)ccc2N2CCOCC2)cc1,-9,0,1,-2.1,0.0,-17,2,6,-11
Clc1ccccc1-c1csc(Nc2cccnc2)n1,-5,16,-15,-2.9,-1.9,-8,-2,-9,-18
CCCCNC(=O)Cn1c(=O)c2c(ncn2CC)n(Cc2ccccc2)c1=O,-4,-14,-9,-0.9,0.5,-15,-1,15,-11
Cc1ncoc1C(=O)N1CCc2c([nH]c3ccccc23)C1c1ccccc1F (stereo not given),-6,-2,-4,-0.1,-0.5,-10,11,-2,5
Cc1ccccc1Nc1nc(N)nc(COC(=O)[C@@H](NC(=O)c2c(F)cccc2F)C(C)C)n1,-1,-1,-8,0.3,0.2,-7,8,0,2
CC(C)CCN1CC(C(=O)NCc2ccccc2)CC1=O (stereo not given),-6,-1,-3,-0.6,0.0,-9,0,1,-3
Cc1ccc(NC2=NC3(CCCCC3)N=C(N)N2)c(C)c1,-7,-2,3,0.9,0.2,-2,-2,0,-1
CCCCCCSc1nsc(NC(=O)CCC)n1,-4,-6,-19,-1.7,0.0,0,4,-1,3
O=C(COC(=O)Cn1cnc2ccccc21)Nc1cccc([N+](=O)[O-])c1,0,-1,-7,0.4,1.0,0,2,10,-3
CCOc1ccc(CC(=O)N2CCN(c3ccc(N4CCOCC4)nn3)CC2)cc1OCC,-3,-14,-1,0.7,-0.6,6,1,7,-26
O=S(=O)(c1ccc(Br)cc1)N1CCCN(Cc2ccccc2F)CC1,-8,8,-7,-2.1,0.3,-28,5,-23,3
COc1ccc(S(=O)(=O)N2CCOCC2)cc1NC(=O)CN1C(=O)NC2(CCC(C)CC2)C1=O (stereo not given),-3,-10,.,.,.,.,3,11,-12
COc1ccc(C(F)(F)F)cc1N/C=C\c1nnnn1-c1ccc(C)cc1,-3,-1,-7,0.1,1.8,-16,2,-2,-4
COc1ccc(O)c(CN2CCCC(N3CCN(c4ccc(F)cc4)CC3)C2)c1 (stereo not given),-8,-22,-6,0.5,1.6,-20,-1,12,7
O=C(CNC(=S)N(Cc1ccccc1)Cc1ccccc1F)NCc1ccc(Cl)cc1,-5,-2,.,.,.,.,4,2,10
CCNS(=O)(=O)c1ccc(C)c(-n2cnnn2)c1C,0,-1,-3,-0.4,0.4,0,12,9,0
CCCCC(CC)COP(=O)(OCC(CC)CCCC)OCC(CC)CCCC (stereo not given),-4,5,2,0.7,1.6,-6,0,-6,5
COC(=O)c1ccc2nc(-c3ccc(F)cc3)c(Cc3ccsc3)n2c1,-2,-28,.,.,.,.,-1,-3,14
O=C1SCCN1N=Cc1ccc([N+](=O)[O-])o1,-2,-13,.,.,.,.,0,6,-18
CCOc1ccc(CC(=O)N/N=C/c2sccc2C)cc1,-2,-2,.,.,.,.,2,-1,-15
CCCN(CCC)C(=O)c1ccc2c(c1)N(CC)C(=O)c1ccccc1S2(=O)=O,-11,42*,-19,2.5,5.3,-1,1,-32,1
COc1cc(C)ccc1OCCCOc1cc(C)ccc1Cl,-4,-8,-4,0.6,-0.6,-19,7,4,14
O=C(C[n+]1cc(-c2ccc(F)cc2)n2c1CCC2)OCc1ccccc1,-7,-4,-6,-2.0,4.9,5,2,5,-14
O=C(COc1ccccc1/C=C1\SC(=S)NC1=O)Nc1ccc(F)cc1,0,2,-6,6.3,9.6,11,-1,-3,41
CCn1c(SCC(=O)N/N=C/c2c[nH]c3ccccc23)nnc1-c1ccc(Cl)cc1,-6,-2,-1,-0.6,0.0,-23,3,-2,-7
Cc1ccc(CNC(=O)COC(=O)CSc2ccc(Br)cc2C)cc1,-7,-5,-8,0.0,1.9,-5,3,4,-18
CCCCn1c(N)c(N(CCOC)C(=O)c2cc(S(=O)(=O)N3CCCCC3)ccc2Cl)c(=O)[nH]c1=O,-3,-7,-1,0.1,1.2,-14,2,0,-14
CCOC(=O)C1CN(C(=O)OCC)CC1=NNC(N)=O (stereo not given),0,-4,.,.,.,.,1,-5,-6
CCCn1c(C)cc(C(=O)COC(=O)CN=C2NS(=O)(=O)c3ccccc32)c1C,0,-4,-1,0.9,4.8,-8,2,-1,-23
COc1ccc(C(=O)Nc2cc(C)on2)cc1[N+](=O)[O-],-8,-16,6,0.7,0.7,-1,0,15,19
Cc1cccc(Oc2ccc(S(=O)(=O)N3CCCCC3)cc2N)c1,-3,6,-28,0.1,1.2,-4,0,-3,-5
COc1ccc(-c2nnc(SCC(=O)Nc3ccc(C(=O)O)cc3)n2-c2ccc(Cl)cc2)cc1,-2,1,.,.,.,.,-1,1,44
Cc1ccc(NC(=O)Nc2cnc3ccccc3c2)cc1,0,3,-5,3.5,4.2,2,8,-1,-2
Cc1ccc(N2C(=O)CC(c3ccsc3)C3=C2CC(C)(C)CC3=O)cc1 (stereo not given),-5,1,-9,-2.4,-1.9,-12,3,-2,4
O=C(NCc1cccnc1)c1ccccn1,-5,-6,2,0.2,0.1,16,12,11,12
CCO/N=C(\C)c1c(O)c(CC)c(-c2ccccc2)n(-c2ccccc2)c1=O,-5,-11,-2,-2.2,-1.6,-13,7,8,7
Cc1ccc(NC(=O)c2ccccc2CCc2ccccc2)c(C)c1,-2,-4,-8,1.7,0.1,0,6,-1,-6
CN(CC(=O)Nc1cccc(F)c1)C(=O)c1ccc(N2CCOCC2)c([N+](=O)[O-])c1,2,-7,-7,2.6,5.6,-10,4,5,-12
CS/C(=N\NC(N)=O)c1ccccc1,-2,-16,-1,-0.8,1.5,-2,2,9,-13
Cc1ccc(Cl)cc1S(=O)(=O)N1CCC(C(=O)NC2CCN(Cc3ccccc3)CC2)CC1,-10,4,-23,3.3,2.6,-23,5,-8,3

Further entries
mol,M1 ag,M1 antag,OXTR potentiator,OXTR agonist,V1R ag counter,CHO parental Ca,TAAR1 ag,M1 PAM,TAAR1 antag
COc1ccccc1NC(=O)CSc1nnnn1-c1ccccc1F,3,-19,1,-0.1,1.0,-9,9,10,13
C/C(=N\Nc1ccc(S(=O)(=O)N2CCOCC2)cc1[N+](=O)[O-])C(C)C,-2,-2,-6,-1.7,-1.4,14,-2,4,0
O=C1NC(Cc2ccc(O)cc2)c2nc3ccc(F)cc3c(=O)n2-c2ncccc21 (stereo not given),-1,-11,.,.,.,.,2,4,-2
COc1ccccc1-c1nc(C#N)c(NCCCn2ccnc2)o1,-6,-16,3,0.2,4.0,-6,1,11,-1
CCC(CC)C(=O)NCCc1cc2c(C)ccc(C)c2[nH]c1=O,-1,5,-10,-0.8,1.4,-6,2,-7,-6
O=C(CCC1CCCN(C(=O)Cn2cnnn2)C1)NCc1ccc(F)c(F)c1 (stereo not given),-6,-6,-13,-0.1,0.0,-20,1,2,-16
O=C(OCCN1CCN(C2=NS(=O)(=O)c3ccccc32)CC1)c1ccccc1F,-4,-8,-2,0.1,1.1,-3,0,5,-7
O=C(Nc1nnc([C@@H]2C[C@H](O)[C@@H](CO)O2)s1)Nc1cccc2c1CCCC2,-1,-12,.,.,.,.,1,15,0
Cc1ccc(S(=O)(=O)n2nc(OC(=O)c3ccco3)cc2N)cc1,1,-13,-12,1.2,1.2,-2,31,8,-15
C(#Cc1c(-c2ccsc2)sc2ccccc12)c1ccsc1,-4,-7,-2,2.0,1.5,-7,1,7,-4
O=C(Nc1ccc(Cl)cc1)C1Cc2c(-c3ccc4c(c3)OCO4)ccnc2O1 (stereo not given),-3,14,.,.,.,.,1,-10,-26
COc1ccc(CCNC(=O)CCNC(=O)c2ccc([N+](=O)[O-])cc2)cc1,-5,-6,-4,1.1,1.5,-1,3,5,-1
CC1CN(C(=O)N2CCOCC2)CCN1C(=O)N1CCOCC1 (stereo not given),-3,-1,-1,0.6,0.5,-5,4,-5,13
